Mac1 fbg enh: enhancers of CD11b/CD18 adhesion to fibrinogen, primary screen, K562 cells, luminescence. Integrin beta-2 (Homo sapiens) + Integrin alpha-M (Homo sapiens), P05107+P11215. ATPlite luminescence. activation, % at 10 µM. 93,000 compounds, 0.07% hits. AID 1499, 2009;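 active = 10 µM primary screen giving 50% or more activity, confirmed by 40% or more on retest at that dose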; note: strong numbers were not always called active; reference of the scale not given here
MT1-MMP txn act: MT1-MMP promoter reporter activation – cell-based, luciferase luminescence, primary screen; HT1080 MT1-MMP promoter luciferase reporter, overnight; hits give high values; activation factor at 10 µM; 86,000 compounds, 0.16% hits;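 active = activation factor of at least 2 for MT1-MMP transcription at 10 µM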
PLAP act: PLAP enzyme activators, biochemical, luminescence, HTS. Alkaline phosphatase, placental type (Homo sapiens), P05187. purified PLAP enzyme, luminescent substrate read-out; hits give high values. activation fold at 20 µM. 96,000 compounds, 1.2% hits; in the data active = activation fold above about 2
Target sequence (P05187 whole entry, looked up): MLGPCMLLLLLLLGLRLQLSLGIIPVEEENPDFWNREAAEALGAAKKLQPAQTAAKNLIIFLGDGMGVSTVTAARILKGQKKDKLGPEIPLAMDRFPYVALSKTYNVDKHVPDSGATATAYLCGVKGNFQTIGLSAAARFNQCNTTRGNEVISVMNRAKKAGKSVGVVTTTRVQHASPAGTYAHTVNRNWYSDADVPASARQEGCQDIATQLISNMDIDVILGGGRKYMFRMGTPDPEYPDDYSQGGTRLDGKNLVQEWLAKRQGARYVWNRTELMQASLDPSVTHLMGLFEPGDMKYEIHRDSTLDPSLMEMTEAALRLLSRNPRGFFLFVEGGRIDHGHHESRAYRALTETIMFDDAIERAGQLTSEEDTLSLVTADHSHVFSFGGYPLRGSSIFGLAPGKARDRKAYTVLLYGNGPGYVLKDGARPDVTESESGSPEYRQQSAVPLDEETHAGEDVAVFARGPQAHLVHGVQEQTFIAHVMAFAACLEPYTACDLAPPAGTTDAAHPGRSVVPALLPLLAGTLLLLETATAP
Pyk2 oligo antag: antagonists of Pyk2 self-association, primary screen, Q293 cells, FERM NanoBiT luminescence, HTS; Protein-tyrosine kinase 2-beta (Homo sapiens), Q14289; hits give low values; z-score (the deposit names both 25 µM and 10 µM); 99,000 compounds, 0.83% hits; AID 1347419, 2020;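 active = Z-score of -3 or lower, scaled per plate to the spread of control and sample wells; inactive = z-score above -3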;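 note: negative z-score means lost luminescence so less FERM oligomerization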
CYP2C19 act: human CYP2C19 activators, primary screen, biochemical, luminescence; AID 1025, 2008; activation factor at 5 µM; recombinant CYP2C19, luciferin-H EGE luminescence; hits give high values; 0 = fully inhibited enzyme, 1 = untreated enzyme; 96,000 tested, under 10 active;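 active = activation factor of at least 2 at 5 µM in the primary screen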;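 note: 0 = wells with 2.5 mM tranylcypromine and 1 = vehicle-only wells; values of inactives mirror those of a sister screen read the other way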
Target sequence (P33261 whole entry, looked up): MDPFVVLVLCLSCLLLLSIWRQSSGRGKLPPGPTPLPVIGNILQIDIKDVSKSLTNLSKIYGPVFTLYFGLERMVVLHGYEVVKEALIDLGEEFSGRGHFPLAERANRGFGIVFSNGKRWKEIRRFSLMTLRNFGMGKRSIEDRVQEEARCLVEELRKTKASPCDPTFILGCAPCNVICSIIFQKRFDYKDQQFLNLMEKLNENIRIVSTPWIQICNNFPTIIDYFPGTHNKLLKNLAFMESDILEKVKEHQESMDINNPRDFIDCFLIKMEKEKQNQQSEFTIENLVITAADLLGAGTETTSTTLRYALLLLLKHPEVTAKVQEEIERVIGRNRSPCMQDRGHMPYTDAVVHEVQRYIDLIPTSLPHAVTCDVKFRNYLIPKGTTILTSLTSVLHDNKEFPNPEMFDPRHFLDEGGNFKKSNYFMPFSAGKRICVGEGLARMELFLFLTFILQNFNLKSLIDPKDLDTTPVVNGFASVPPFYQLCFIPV
CD11b adhes inh: inhibitors of CD11b/CD18 adhesion to fibrinogen, primary screen, K562 cells, luminescence. Integrin beta-2 (Homo sapiens) + Integrin alpha-M (Homo sapiens), P05107+P11215. ATPlite luminescence; Mn2+ added to activate the integrin. inhibition, % at 10 µM. 93,000 compounds, 0.54% hits;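 active = primary inhibition of 50% or more at 10 µM, then 40% or more on retest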; note: some results filed as inactive read as strong as hits
CYP2C9 act: human CYP2C9 activators, primary screen, biochemical, luminescence; Cytochrome P450 2C9 (Homo sapiens), P11712; activation factor at 5 µM; 96,000 compounds, 1.4% hits; recombinant CYP2C9, luciferin-H conversion; hits give high values; factor 1 = untreated enzyme, 0 = blocked;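 active = activation factor of 2 or more for CYP2C9 at a 5 µM dose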;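 note: 0 = sulfaphenazole-blocked wells and 1 = vehicle-only wells; values of inactives mirror those of a sister screen read the other way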
CYP2C19 inh: blockers of cytochrome P450 2C19 activity – biochemical, luminescence, ADME assay, primary screen; 96,000 compounds, 21% hits; inhibition, % at 5 µM; CYP2C19 Supersomes, luciferin-H EGE luminescence, 30 min;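 active = CYP2C19 inhibition above a set limit at 5 µM in the primary screen, cut at about 50% in these data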;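 note: plate controls were negative control wells for no effect and 2.5 mM tranylcypromine positive control for full effect; values of inactives mirror those of a sister screen read the other way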
CYP2C9 inh: blockers of cytochrome P450 2C9 activity – biochemical, luminescence, ADME assay, primary screen. AID 777, 2007. P11712. 96,000 compounds, 20% hits. inhibition, % at 5 µM. CYP2C9 Supersomes, luciferin-H conversion;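 active = blocking of liver enzyme CYP2C9 beyond about 50% at 5 µM, limit read from the data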; note: values of inactives mirror those of a sister screen read the other way
Numbers without * were called inactive.

Results for CC1(C)Cc2c(sc3ncnc(N)c23)CO1 ?
Mac1 fbg enh: 0; MT1-MMP txn act: 1.1; PLAP act: 0.8; Pyk2 oligo antag: -0.38; CYP2C19 act: 1; CD11b adhes inh: -18; CYP2C9 act: 1.1; CYP2C19 inh: -5; CYP2C9 inh: -13

What do the screens show for `Cc1ccc2nc(Nc3ccccc3O)nc(-c3ccccc3)c2c1`?
PLAP act: 0.9; Pyk2 oligo antag: -1.1; CYP2C19 act: 0.9; CYP2C9 act: 0.9; CYP2C19 inh: 10; CYP2C9 inh: 14

Results for CC(C)COc1ccc(/C(O)=C2/C(=O)C(=O)N(CCN(C)C)C2c2ccncc2)cc1 (centres undefined) ?
Mac1 fbg enh: 2; MT1-MMP txn act: 1.1; PLAP act: 1.2; Pyk2 oligo antag: 2.5; CYP2C19 act: 1.1; CD11b adhes inh: 5; CYP2C9 act: 1; CYP2C19 inh: -10; CYP2C9 inh: 2

How did Cc1ccc(S(=O)(=O)Nc2ccc(NC(=O)CN3CCCCC3)cc2)cc1 do in these assays?
Mac1 fbg enh: 1; MT1-MMP txn act: 1; PLAP act: 1.1; Pyk2 oligo antag: 0.02; CYP2C19 act: 1; CD11b adhes inh: -11; CYP2C9 act: 0.3; CYP2C19 inh: 3; CYP2C9 inh: 72*

How did ONC=Nc1cccc2nonc12 do in these assays?
Mac1 fbg enh: -2; MT1-MMP txn act: 1.1; PLAP act: 0.8; Pyk2 oligo antag: -0.18; CYP2C19 act: 1; CD11b adhes inh: 12; CYP2C9 act: 0.9; CYP2C19 inh: 2; CYP2C9 inh: 6

Results for CN1CCc2c(sc3c2c(=O)n(-c2ccccc2)c2n[nH]c(=S)n32)C1 ?
Mac1 fbg enh: 2; PLAP act: 0.9; Pyk2 oligo antag: 0.68; CYP2C19 act: 0.9; CD11b adhes inh: -33; CYP2C9 act: 0.8; CYP2C19 inh: 9; CYP2C9 inh: 18

Results for Cc1ccccc1CNC(=O)c1ccccc1C ?
Mac1 fbg enh: -3; MT1-MMP txn act: 1.3; PLAP act: 0.8; Pyk2 oligo antag: 0.13; CYP2C19 act: 0.5; CD11b adhes inh: -20; CYP2C9 act: 0.9; CYP2C19 inh: 54*; CYP2C9 inh: 9

What do the screens show for `CCOC(=O)c1c(C)[nH]c(C)c1C(=O)CSc1nc(N)cc(N)n1`?
Mac1 fbg enh: 0; MT1-MMP txn act: 1; PLAP act: 0.9; Pyk2 oligo antag: -0.48; CYP2C19 act: 0.8; CD11b adhes inh: -28; CYP2C9 act: 1.4; CYP2C19 inh: 18; CYP2C9 inh: -36

How did CN1C(=O)c2ccc(C(=O)NCc3ccccc3)cc2C1=O do in these assays?
Mac1 fbg enh: -5; MT1-MMP txn act: 1.2; PLAP act: 0.9; Pyk2 oligo antag: -0.03; CYP2C19 act: 1; CD11b adhes inh: 3; CYP2C9 act: 0.9; CYP2C19 inh: 3; CYP2C9 inh: 12

How did c1ccc(-n2ncc(-c3nn[nH]n3)n2)cc1 do in these assays?
Mac1 fbg enh: -2; MT1-MMP txn act: 1.2; PLAP act: 1; Pyk2 oligo antag: 0.08; CYP2C19 act: 0.7; CD11b adhes inh: 1; CYP2C9 act: 0.5; CYP2C19 inh: 31; CYP2C9 inh: 46

How did Cc1ccccc1NCc1ccccc1O do in these assays?
Mac1 fbg enh: -2; MT1-MMP txn act: 1.2; PLAP act: 1; Pyk2 oligo antag: 0.69; CYP2C19 act: 0.4; CD11b adhes inh: 2; CYP2C9 act: 0.8; CYP2C19 inh: 59*; CYP2C9 inh: 25

Results for O=c1[nH]c(=O)n(Cc2ccco2)c2c1C(C(F)(F)F)(C(F)(F)F)N=C(C1CCCCC1)N2 ?
Mac1 fbg enh: 2; MT1-MMP txn act: 1.1; PLAP act: 0.9; Pyk2 oligo antag: -1.4; CYP2C19 act: 0.9; CD11b adhes inh: -49; CYP2C9 act: 1; CYP2C19 inh: 10; CYP2C9 inh: 3

How did CC1CCN(S(=O)(=O)N2CCC(C(=O)N3CCC(N(C)CC4CCCO4)CC3)CC2)CC1 (centres undefined) do in these assays?
Mac1 fbg enh: -3; MT1-MMP txn act: 1.1; PLAP act: 1.6; CYP2C19 act: 1.1; CD11b adhes inh: 3; CYP2C9 act: 1; CYP2C19 inh: -12; CYP2C9 inh: -4

Results for COc1ccc(N2C(=O)CN=C2Nc2nc(C)cc(C)n2)cc1 ?
Mac1 fbg enh: 1; MT1-MMP txn act: 1.1; PLAP act: 2.3*; Pyk2 oligo antag: 0.07; CYP2C19 act: 1; CD11b adhes inh: -3; CYP2C9 act: 1; CYP2C19 inh: 4; CYP2C9 inh: 2

What do the screens show for `CC(C)C[C@H](NC(=O)Nc1ccc(S(N)(=O)=O)cc1)C(=O)O`?
Mac1 fbg enh: 3; MT1-MMP txn act: 1.1; PLAP act: 1; Pyk2 oligo antag: 0.36; CYP2C19 act: 0.8; CD11b adhes inh: 49; CYP2C9 act: 0.8; CYP2C19 inh: 16; CYP2C9 inh: 24

Fetched one by one from above, three records:
Results for CC(C)COc1ccc(/C(O)=C2/C(=O)C(=O)N(CCN(C)C)C2c2ccncc2)cc1 (centres undefined) ?
Mac1 fbg enh: 2; MT1-MMP txn act: 1.1; PLAP act: 1.2; Pyk2 oligo antag: 2.5; CYP2C19 act: 1.1; CD11b adhes inh: 5; CYP2C9 act: 1; CYP2C19 inh: -10; CYP2C9 inh: 2

Results for O=c1[nH]c(=O)n(Cc2ccco2)c2c1C(C(F)(F)F)(C(F)(F)F)N=C(C1CCCCC1)N2 ?
Mac1 fbg enh: 2; MT1-MMP txn act: 1.1; PLAP act: 0.9; Pyk2 oligo antag: -1.4; CYP2C19 act: 0.9; CD11b adhes inh: -49; CYP2C9 act: 1; CYP2C19 inh: 10; CYP2C9 inh: 3

Results for Cc1ccccc1CNC(=O)c1ccccc1C ?
Mac1 fbg enh: -3; MT1-MMP txn act: 1.3; PLAP act: 0.8; Pyk2 oligo antag: 0.13; CYP2C19 act: 0.5; CD11b adhes inh: -20; CYP2C9 act: 0.9; CYP2C19 inh: 54*; CYP2C9 inh: 9

Next part.
What do the screens show for `O=C(Cn1ncc2c(=O)oc3ccccc3c21)N1CCC(N2CCCCC2)CC1`?
Mac1 fbg enh: 8; MT1-MMP txn act: 1.1; PLAP act: 1.2; CYP2C19 act: 1.1; CD11b adhes inh: 5; CYP2C9 act: 0.9; CYP2C19 inh: -7; CYP2C9 inh: 11

How did CC1CCCN(Cc2nc3c(c(=O)n(C)c(=O)n3C)n2Cc2c(F)cccc2Cl)C1 (centres undefined) do in these assays?
Mac1 fbg enh: -6; MT1-MMP txn act: 1; PLAP act: 1.6; CYP2C19 act: 0.9; CD11b adhes inh: -57; CYP2C9 act: 0.9; CYP2C19 inh: 10; CYP2C9 inh: 9

How did COc1ccc(-c2nc3ccccc3c(=O)n2N)cc1 do in these assays?
Mac1 fbg enh: 7; PLAP act: 0.9; Pyk2 oligo antag: 0.92; CYP2C19 act: 1; CD11b adhes inh: -5; CYP2C9 act: 1; CYP2C19 inh: -4; CYP2C9 inh: 2

How did O=C(CCCc1c[nH]c2ccccc12)N1CCCCCC1 do in these assays?
Mac1 fbg enh: 8; MT1-MMP txn act: 1.4; PLAP act: 1; Pyk2 oligo antag: -0.82; CYP2C19 act: 0; CD11b adhes inh: -5; CYP2C9 act: 1.2; CYP2C19 inh: 98*; CYP2C9 inh: -17

How did CCOc1cc(C)cc2oc(=O)cc(-c3ccccc3)c12 do in these assays?
Mac1 fbg enh: 1; MT1-MMP txn act: 1.1; PLAP act: 0.7; Pyk2 oligo antag: -1.8; CYP2C19 act: 0.8; CD11b adhes inh: 6; CYP2C9 act: 0.5; CYP2C19 inh: 19; CYP2C9 inh: 55*

How did COc1ccc2c(c1)c(=O)oc1cc(OCC(=O)N3CCC(C)CC3)ccc12 do in these assays?
Mac1 fbg enh: -2; MT1-MMP txn act: 1.2; PLAP act: 1.3; Pyk2 oligo antag: 0.63; CYP2C19 act: 0; CD11b adhes inh: 19; CYP2C9 act: 0.5; CYP2C19 inh: 99*; CYP2C9 inh: 48

Results for O=C(Nc1nccs1)C1C2CC3OC(=O)C1C3C2 (centres undefined) ?
Mac1 fbg enh: -3; MT1-MMP txn act: 1.1; PLAP act: 0.7; Pyk2 oligo antag: 0.5; CYP2C19 act: 1.1; CD11b adhes inh: -1; CYP2C9 act: 1; CYP2C19 inh: -5; CYP2C9 inh: -2

What do the screens show for `O=C(CCn1c(=O)c2ccccc2n(CC(=O)NC2CCCC2)c1=O)NCCc1ccc(Cl)cc1`?
Mac1 fbg enh: 7; MT1-MMP txn act: 1.1; PLAP act: 1.2; Pyk2 oligo antag: -0.2; CYP2C19 act: 0.5; CD11b adhes inh: -1; CYP2C9 act: 0.3; CYP2C19 inh: 55*; CYP2C9 inh: 69*

Results for Cc1ccc2nc(SCc3nnc(-c4cccs4)o3)[nH]c2c1 ?
Mac1 fbg enh: 1; MT1-MMP txn act: 1.2; PLAP act: 1.6; Pyk2 oligo antag: -0.39; CYP2C19 act: 0.6; CD11b adhes inh: -2; CYP2C9 act: 0.5; CYP2C19 inh: 43; CYP2C9 inh: 51*

What do the screens show for `CC(=O)COc1ncn(-c2ccccc2)n1`?
Mac1 fbg enh: -4; PLAP act: 1.1; Pyk2 oligo antag: 0.74; CYP2C19 act: 1.1; CD11b adhes inh: -4; CYP2C9 act: 1; CYP2C19 inh: -8; CYP2C9 inh: 4

How did CCOc1ccc(C2/C(=C(/O)c3ccc(OC)cc3)C(=O)C(=O)N2c2cc(C)on2)cc1OC (centres undefined) do in these assays?
Mac1 fbg enh: -4; MT1-MMP txn act: 1; PLAP act: 1.5; Pyk2 oligo antag: -0.33; CYP2C19 act: 1.2; CD11b adhes inh: 3; CYP2C9 act: 1.2; CYP2C19 inh: -15; CYP2C9 inh: -16

What do the screens show for `Cc1ccc(C(C)C)c(OCC(=O)Nc2ccc(N3CCN(S(C)(=O)=O)CC3)cc2)c1`?
Mac1 fbg enh: -4; MT1-MMP txn act: 1; PLAP act: 0.8; Pyk2 oligo antag: 0.84; CYP2C19 act: 1.1; CD11b adhes inh: -6; CYP2C9 act: 0.9; CYP2C19 inh: -8; CYP2C9 inh: 5

What do the screens show for `CCN(C(=O)Cn1c(=O)n(Cc2ccccc2)c(=O)c2ccccc21)c1cccc(C)c1`?
Mac1 fbg enh: 2; MT1-MMP txn act: 1.2; PLAP act: 1.6; Pyk2 oligo antag: -2.1; CYP2C19 act: 1; CD11b adhes inh: -12; CYP2C9 act: 0.1; CYP2C19 inh: 5; CYP2C9 inh: 86*

What do the screens show for `O=C(O)Cc1csc(NC(=O)c2ccco2)n1`?
Mac1 fbg enh: 4; PLAP act: 1.2; Pyk2 oligo antag: 1.1; CYP2C19 act: 1; CD11b adhes inh: 16; CYP2C9 act: 1; CYP2C19 inh: 0; CYP2C9 inh: 1

How did O=C(OCC1COc2ccccc2O1)c1ccccc1F (centres undefined) do in these assays?
Mac1 fbg enh: -1; MT1-MMP txn act: 1.5; PLAP act: 0.8; Pyk2 oligo antag: -0.14; CYP2C19 act: 0.9; CD11b adhes inh: 9; CYP2C9 act: 0.7; CYP2C19 inh: 11; CYP2C9 inh: 25

Results for CC1CCc2cc(F)ccc2N1C(=O)c1ccc2c(c1)OCO2 (centres undefined) ?
Mac1 fbg enh: -1; MT1-MMP txn act: 1.2; PLAP act: 1; Pyk2 oligo antag: -0.87; CYP2C19 act: 0.4; CD11b adhes inh: -2; CYP2C9 act: 0.7; CYP2C19 inh: 62*; CYP2C9 inh: 26

Screening results (PubChem)
